# RNase H inhibition: RNase H inhibition, HIV 1 Gag Pol polyprotein, FRET biochemical assay, screening (AID 372); HIV-1 RT RNase H, FRET RNA/DNA substrate fluorescence; higher % means a stronger effect; inhibition, % at 10 µM; hits with a dose series show IC50 in µM; 100,000 tested, 0.77% active; in the data active = inhibition above about 50%
# An asterisk follows results filed as active. Not all compounds are listed, so the mix of outcomes need not match the whole.
SMILES,RNase H inhibition
CCc1c(C)sc(NC(=O)c2c(-c3ccccc3Cl)noc2C)c1C(=O)OC,21%
O=C1NC(=S)S/C1=C\c1cc(Cl)cc(Cl)c1OCc1ccc(F)cc1,27%
NC1=NC(=O)/C(=C/c2ccc(-c3cc([N+](=O)[O-])ccc3Cl)o2)S1,42%
CC(=O)c1ccc(NC(=O)CSc2nc3ccc(NC(=O)c4ccccc4Cl)cc3s2)cc1,5%
COc1cc(CN2CCN(c3cccc(Cl)c3)CC2)c([N+](=O)[O-])cc1OC,11%
CC(=O)NS(=O)(=O)c1ccc(NC(=O)c2ccc(Cl)c(Cl)c2)cc1,0%
CCOC(=O)C1=C(C)N=c2s/c(=C\c3ccc(OCc4ccc(Cl)cc4Cl)c(OCC)c3)c(=O)n2C1c1ccccc1Cl (stereo not given),0%
COc1ccc(C(=O)N/C(=C\c2cc(OC)c(OC)cc2[N+](=O)[O-])C(=O)N2CCOCC2)cc1,6%
CCOc1ccc(-n2nc3ccc(NC(=S)NC(=O)c4ccc(OC)c(OC)c4)cc3n2)cc1,7%
CCOc1ccccc1C1C(C(=O)OCCOc2ccccc2)=C(C)NC2=C1C(=O)CC(c1ccccc1)C2 (stereo not given),8%
NC(N)=NS(=O)(=O)c1ccc(NC(=S)NC(=O)c2ccccc2)cc1,13%
O=C(/C=C/c1ccc(-c2ccccc2[N+](=O)[O-])o1)Nc1cccnc1,20%
O=C1NC(=O)N(c2cccc(Br)c2)C(=O)/C1=C/c1cccn1-c1ccccc1,22%
COc1ccccc1NC(=O)c1c(O)c2ccccc2n(C)c1=O,8%
Cc1ccc(Cl)cc1NC(=O)CN(c1ccc(Cl)cc1)S(C)(=O)=O,12%
O/N=C1/CCCc2c1[nH]c1ccccc21,18%
COc1ccc(/C=N/NC(=O)c2ccn[nH]2)cc1COc1ccc(Cl)cc1Cl,5%
C=CCn1c2ccccc2n2cc(-c3ccc([N+](=O)[O-])cc3)nc12,27%
O=C(O)c1cc(-c2ccc(O)cc2)nc2ccc(Br)cc12,9%
O=C(NC(=S)Nc1ccc2oc(-c3ccc(Cl)cc3Cl)nc2c1)c1cccc(F)c1,20%

# Seven entries already listed, sorted by molecular weight, smallest number first:
SMILES,RNase H inhibition
O=C(/C=C/c1ccc(-c2ccccc2[N+](=O)[O-])o1)Nc1cccnc1,20%
O=C(O)c1cc(-c2ccc(O)cc2)nc2ccc(Br)cc12,9%
NC1=NC(=O)/C(=C/c2ccc(-c3cc([N+](=O)[O-])ccc3Cl)o2)S1,42%
CC(=O)NS(=O)(=O)c1ccc(NC(=O)c2ccc(Cl)c(Cl)c2)cc1,0%
O=C(NC(=S)Nc1ccc2oc(-c3ccc(Cl)cc3Cl)nc2c1)c1cccc(F)c1,20%
CCOc1ccc(-n2nc3ccc(NC(=S)NC(=O)c4ccc(OC)c(OC)c4)cc3n2)cc1,7%
CC(=O)c1ccc(NC(=O)CSc2nc3ccc(NC(=O)c4ccccc4Cl)cc3s2)cc1,5%

# Additional results follow:
SMILES,RNase H inhibition
Cc1cc(=O)oc2c1ccc1oc(C(=O)c3ccc(Cl)cc3)c(C)c12,0%
CC(NC(=O)C12CC3CC(CC(C3)C1)C2)C1CC2CCC1C2 (stereo not given),16%
CCc1nn(-c2ccccc2)c2nc(-c3cccnc3)c3cc(OC)c(OC)cc3c12,5%
COc1ccccc1OCCNC(=O)c1ccc(Oc2ccccc2)cc1,14%
COc1ccc(CN2CCCCCCC2)cc1C,5%
Cc1ccc(OCc2nnc(NC(=O)Nc3ccc(Cl)cc3)s2)cc1C,25%
C/C(=C\C(=O)c1ccccc1)Nc1ccc(Cl)c(Cl)c1,0%
CC(=O)Nc1cnn(-c2ccccc2)c(=O)c1Cl,1%
CCC(C)NC(=O)CN(c1ccccc1OC)S(=O)(=O)c1ccccc1 (stereo not given),0%
COc1ccc(NC(=O)CCC2CCCCC2)cc1,0%
O=C1NC(=S)/C(=C/c2ccccc2Cl)S1,11%
CCOc1ccc(NS(=O)(=O)c2ccc3nsnc3c2)cc1,5%
Cc1cccc(Nc2nc(N/N=C/c3cccc([N+](=O)[O-])c3)nc(N3CCC(C)CC3)n2)c1C,2%
O=C(Nc1cccc(Br)c1)c1ccc([N+](=O)[O-])cc1Cl,10%
C=CCSc1nc2ccccc2n1C(=O)CCN1C(=O)c2cccc3cccc(c23)C1=O,5%
COc1ccc(NC(=O)c2ccc(C(C)(C)C)cc2)cc1OC,3%
Cc1cccc(C(=O)Nc2ccc(NC(=O)Cc3ccccc3)cc2)c1,6%
COc1ccc(C=Nc2ccc(C(N)=O)cc2)c2ccccc12,38%
Cc1c(NC(=O)c2ccc3ccccc3n2)c(=O)n(-c2ccccc2)n1C,6%
CCCCOc1cc2oc(=O)cc(C)c2cc1CC,32%
C(=N\N=C\c1ccc2c(c1)OCO2)/c1ccc2c(c1)OCO2,4%
Cc1ccc(C)c(NC(=O)c2c(-c3ccccc3Cl)noc2C)c1,28%
CCOC(=O)C1=C(O)/C(=C/c2ccc(Br)cc2)SC1=Nc1cccc(Cl)c1,17%
CC(=O)NS(=O)(=O)c1ccc(NC(=O)c2cccc(Br)c2)cc1,0%
O=C(Nc1ccc(N=Cc2cc(Cl)cc(Cl)c2O)cc1)c1ccc(Cl)cc1Cl,10%
Cc1cc(C(=O)Nc2ccccc2C(N)=O)ccc1[N+](=O)[O-],9%
Nc1nnnn1/N=C/c1ccc(N2CCOCC2)cc1,5%
CC(=O)NC1C(OCCOc2ccc(Cl)cc2Cl)OC(COC(C)=O)C(OC(C)=O)C1OC(C)=O (stereo not given),1%
CCSc1nnc2c(n1)OC(/C=C/c1ccc(OC)cc1)Nc1ccccc1-2 (stereo not given),20%
Cc1ccc(/C=N/NC(=O)Cc2ccccc2)cc1,0%
O=C1OC(c2ccccc2)=N/C1=C/c1ccc(-c2cccc([N+](=O)[O-])c2)o1,14%
Cc1cc2nc(-c3cc(NC(=O)c4ccc(Cl)cc4)ccc3O)oc2cc1C,0%
O=C1Nc2c(S(=O)(=O)O)cc(S(=O)(=O)O)c3cccc1c23,10%
CC(C)(C)NC(=O)C(=O)N/N=C/c1cccc2ccccc12,10%
CCCOC(=O)c1c(-c2cc(C)ccc2C)csc1N,5%
O=C(/C=C/c1ccccc1)Oc1cccc2ccccc12,17%
CCc1ccc2c(c1)C(O)(CC(=O)c1ccc(Cl)cc1)C(=O)N2 (stereo not given),0%
CCCC(=O)NC(NC(=S)Nc1ccccc1)C(Cl)(Cl)Cl (stereo not given),0%
O=S(=O)(c1ccc(Cl)cc1Cl)N1CCN(c2ccccc2)CC1,7%
Cc1cccc(C(=O)O/N=C(\N)Cc2cccc3ccccc23)c1,18%
O=C(CC(NC(=O)c1ccccc1)c1ccccc1)OCC(=O)N1c2ccccc2Sc2ccccc21 (stereo not given),25%
COc1cc(C(=O)NC(=S)Nc2ccccc2[N+](=O)[O-])cc(OC)c1OC,13%
COc1ccc(CNC(=O)C2CCN(Cc3ccccn3)CC2)cc1,6%
CCOc1ccc(/C=N/NC(=O)c2cc(-c3ccccc3)n[nH]2)cc1,18%
CC1=C(C(=O)Nc2ccccc2Cl)C(c2ccc(F)cc2)NC(=O)N1 (stereo not given),4%
CN(C)c1ccc(C(=O)N2CCN(c3cccc(Cl)c3)CC2)cc1,16%
Cc1ccc(NC(=O)CN(c2ccc(Oc3ccccc3)cc2)S(C)(=O)=O)cc1C,12%
Cc1cc(I)ccc1S(=O)(=O)N1CCN(c2ccccc2)CC1,12%
O=C(NNc1nc2ccccc2s1)c1ccccc1F,17%
COc1ccc(N2C(=O)/C(=C/c3ccc(-c4ccc([N+](=O)[O-])c(C)c4)o3)SC2=S)cc1,64%*
# (listing goes on)
SMILES,RNase H inhibition
COc1cc(/C=C2/SC(=S)NC2=O)ccc1OCCSc1ccc(C)cc1,45%
COc1ccc(C(=O)Nc2ccc(S(=O)(=O)N3CCCCC3)cc2)cc1I,16%
C=CCOc1ccccc1CN1CCN(c2cc(C)ccc2C)CC1,13%
Cc1ccsc1C=Nc1ccc(Br)cn1,8%
COc1ccc(NC(=O)/C(C#N)=C\c2cc(C)n(-c3ccc(Cl)c(C(=O)O)c3)c2C)cc1,8%
COc1ccc(C2/C(=C(\O)c3ccc(C)cc3)C(=O)C(=O)N2CCCC(=O)O)cc1 (stereo not given),4%
Cc1cc(C(=O)NCCC(c2ccccc2)c2ccccc2)ccc1[N+](=O)[O-],11%
N#C/C(=C\c1ccc(-c2ccc(Br)cc2)o1)C(N)=O,15%
CCN1C(=O)c2cccc3c(NC(=O)c4ccc(C(=O)c5ccccc5)cc4)ccc1c23,8%
N#Cc1ccc(C=Nc2ccc(Cc3ccc(N=Cc4ccc(C#N)cc4)cc3)cc2)cc1,15%
N#Cc1c(-n2ncnc2-c2cccc([N+](=O)[O-])c2)sc2c1CCCC2,9%
Oc1ccc(Br)cc1C=Nc1cccc2nsnc12,8%
COc1cccc(C(=O)Nc2nc3ccc(C)cc3s2)c1,12%
COc1cccc(/C=C2/C(=O)NC(=O)N(c3ccc(C)cc3)C2=O)c1OC,9%
Clc1ccc(OCCCOc2cccc3cccnc23)cc1,35%
COc1ccccc1Nc1nc(Cl)ccc1[N+](=O)[O-],21%
O=C(NC(=S)Nc1ccc2oc(-c3ccc(Cl)c(Cl)c3)nc2c1)c1cccc(F)c1,35%
CC(=O)NCC1=C(NC(C)=O)C2CC1C(C)(C)C2C (stereo not given),15%
CCC(C)C(=O)Nc1ccccc1C(=O)OC (stereo not given),14%
CCOC(=O)c1c(N2C(=O)C=CC2=O)sc2c1CCCC2,0%
Cc1cc(C)nc(/N=C(/N)NN2CCN(C)CC2)n1,14%
CCN(CC)CCCNC(=O)c1cc2nc(-c3ccc([N+](=O)[O-])cc3)cc(C(F)(F)F)n2n1,15%
Cc1ccccc1C(=O)NC(=S)Nc1ccc2oc(-c3ccncc3)nc2c1,5%
COc1cc(/C=C2/C(=O)NC(=O)N(c3ccccc3F)C2=O)ccc1O,8%
COc1ccc(NC(=O)C(=O)NN=C2CCN(C)CC2)c(OC)c1,12%
O=C(Nc1ncc(Cc2cccc(Cl)c2)s1)c1ccccc1I,11%
CN1c2ccccc2N(C)C1(C)c1cccc2ccccc12,9%
CC(C)(C(=O)c1ccccc1)/[N+]([O-])=C/c1ccccc1F,8%
O=[N+]([O-])c1cc(C(F)(F)F)ccc1N(CCO)CCO,0%
CN(/N=C/c1cccc(Oc2ccccc2)c1)c1ccccc1,6%
O=C1CCC(=O)N1c1ccc(S(=O)(=O)N2CCOCC2)cc1,15%
O=C(Nc1ccc2c(c1)OCO2)c1nn2c(c1Cl)NC(c1ccc(Br)cc1)CC2C(F)(F)F (stereo not given),15%
CC(C)(C)NCCOCCOc1cc(Cl)ccc1Cl,16%
COc1ccc(NC(=O)CCN2C(=O)/C(=C\c3ccc(C)cc3)SC2=S)cc1,19%
O=C1NC(=O)N(c2ccccc2)C(=O)/C1=C/c1ccc(N2CCCCC2)o1,2%
COc1ccc(-c2nc(-c3cccnc3)no2)cc1OC,3%
COc1ccc(C(=O)NC(=S)N2CCCCCC2)cc1,3%
CCOC(=O)c1c(-c2ccc(C)cc2)csc1/N=C/c1c(O)ccc2ccccc12,33%
O=C(Nc1cccc(N=Cc2cc(Br)ccc2O)c1)c1cccc(Br)c1,7%
CC(C)C(NC(=O)/C=C/c1ccc2c(c1)OCO2)C(C)C,13%
Ic1ccc(OCCCn2ccnc2)cc1,5%
CCOC(=O)c1c(NC(=S)NC(=O)c2ccc(OC)cc2)sc(C)c1C,15%
Cc1cc(C)c(OCCN2CCCC2)c(C)c1,5%
CCCCOC(=O)c1ccc(N=Cc2ccc(N3CCOCC3)cc2)cc1,2%
Cc1ccc2nc(/C(C#N)=C\c3ccc(Cl)c([N+](=O)[O-])c3)[nH]c2c1,14%
CCN(CC)c1ccc(/C=C2\SC(N3CCCC3)=NC2=O)cc1,15%
CCOC(=O)c1cnc2c(ccc3ccccc32)c1Cl,0%
CCN(c1ccccc1)S(=O)(=O)c1ccc(F)cc1,0%
C[n+]1cccc(C(=O)NCCOC(=O)c2ccc(F)cc2)c1,0%
CC(C)CNC(=O)C(=O)Nc1ccc(Cl)cc1,15%

# Reprinted at random: seven entries already listed.
SMILES,RNase H inhibition
Cc1cc(C)c(OCCN2CCCC2)c(C)c1,5%
CCOC(=O)c1cnc2c(ccc3ccccc32)c1Cl,0%
CCOC(=O)c1c(NC(=S)NC(=O)c2ccc(OC)cc2)sc(C)c1C,15%
CCCCOC(=O)c1ccc(N=Cc2ccc(N3CCOCC3)cc2)cc1,2%
CCN(c1ccccc1)S(=O)(=O)c1ccc(F)cc1,0%
CCN(CC)c1ccc(/C=C2\SC(N3CCCC3)=NC2=O)cc1,15%
Ic1ccc(OCCCn2ccnc2)cc1,5%

# The main list resumes; the 2 compounds before the break are reprinted first.
SMILES,RNase H inhibition
C[n+]1cccc(C(=O)NCCOC(=O)c2ccc(F)cc2)c1,0%
CC(C)CNC(=O)C(=O)Nc1ccc(Cl)cc1,15%
COc1cc([N+](=O)[O-])cc2c1NC(c1ccccc1)C1CC=CC21 (stereo not given),37%
Cc1cc(C)n(-c2cc(N3CCOCC3)nc(C)n2)n1,2%
CCn1nnnc1-c1ccc(OC)c(S(=O)(=O)Nc2ccc(F)cc2)c1,0%
COc1ccc(OC(C)C(=O)NCCc2ccccc2)cc1 (stereo not given),3%
Nc1nncn1C(=O)COc1ccccc1,0%
COc1cccc(C(=O)N2CCN(C(=O)Cc3ccccc3)CC2)c1,9%
O=C(c1ccc([N+](=O)[O-])cc1)N1CCN(Cc2ccccc2F)CC1,0%
Cc1ccc(-c2nc3cc(NC(=O)c4ccccc4I)ccc3o2)c(C)c1,16%
CCOC(=O)Cc1csc(NC(=O)Cc2ccc([N+](=O)[O-])cc2)n1,6%
COc1ccc(OC)c(N(CC(=O)Nc2cc(C)cc(C)c2)S(C)(=O)=O)c1,7%
Cc1cc(C)cc(N(CC(=O)NCCSc2nc3ccccc3s2)S(=O)(=O)c2ccccc2)c1,21%
O=C(O)CCCCCN1C(=O)C(=O)/C(=C(/O)c2ccc(F)cc2)C1c1ccccc1[N+](=O)[O-] (stereo not given),0%
C/C(O)=C(\C#N)P(C)(=O)OCC(C)C (stereo not given),15%
CCOC(=O)C1CCN(C2=NC(=O)/C(=C/c3ccc(N(C)C)cc3)S2)CC1,20%
O=C(CSc1ncnc2nc[nH]c12)C12CC3CC(CC(C3)C1)C2,3%
O=C1N/C(=N/N=C/c2ccc(O)cc2)SC1Cc1ccccc1[N+](=O)[O-] (stereo not given),16%

# From PubChem
